NRP1-CendR mod – modulators of CendR peptide binding to human neuropilin-1. O14786. FAM-RPARPAR peptide binding to NRP-1, fluorescence polarization. inhibition, % at 25 µM. 360,000 tested, 0.85% active. AID 602438;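 active = inhibition or corrected inhibition above about 18%, plus a signal ratio from 0.5 to 1.5, limit read from the data, passing the limit was not always enough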; note: strong numbers were not always called active
Tb MetRS inh – Trypanosoma brucei MetRS inhibition; purified T. brucei MetRS, ATP depletion, Kinase-Glo luminescence; inhibition, % at 11.9 µM; 360,000 tested, 0.4% active; AID 624268;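 active = inhibition above a per-plate cutoff of the control wells' mean inhibition plus 3 SD, cut at about 5.5% in these data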;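 note: 0% = DMSO wells median and 100% = median of wells with control inhibitor compound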
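Dosing: 11.9 µM single point; system: parasite MetRS enzyme; technique: luminescence of leftover ATP; times: 15 min enzyme-compound preincubation, 2 h reaction, 10 min detection, 25 °C; replicates: each compound tested once; read-out basis: percent inhibition relative to median high and low control wells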
STEP block – inhibitors of human striatal-enriched phosphatase STEP; P54829; recombinant STEP, OMFP fluorogenic substrate, fluorescence; inhibition, % at 20 µM; 360,000 tested, 0.25% active; AID 588621;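 active = inhibition at 20 µM, scaled per plate between control wells, above about 37%, limit read from the data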;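 note: 0% = DMSO with enzyme and substrate and 100% = substrate only without enzyme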
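Also added – OMFP at 25 µM · Test system – STEP tyrosine phosphatase · Technique – FITC-channel fluorescence of OMFP product · Schedule – 20 min at room temperature, dark · Evaluation – control-normalized % inhibition with plate pattern correction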
SUMO1 PPI mod – SUMO1-SIM interaction modulation; P63165; SUMO1 binding to a labelled peptide, TR-FRET, 1 h; inhibition, % at 20 µM; 360,000 tested, 0.33% active; AID 602429; in the data active = inhibition above about 37%
Target sequence (P63165 whole entry, looked up): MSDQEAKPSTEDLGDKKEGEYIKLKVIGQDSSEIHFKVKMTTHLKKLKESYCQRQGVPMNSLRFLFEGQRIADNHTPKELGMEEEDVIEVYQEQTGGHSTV
Neddyl block – blocks human cullin neddylation; P61081+Q13564; TR-FRET cullin neddylation, biochemical; calls only at 25 µM; 360,000 tested, 0.58% active; in the data active = inhibition above about 36%
Target sequence (P61081 whole entry, looked up): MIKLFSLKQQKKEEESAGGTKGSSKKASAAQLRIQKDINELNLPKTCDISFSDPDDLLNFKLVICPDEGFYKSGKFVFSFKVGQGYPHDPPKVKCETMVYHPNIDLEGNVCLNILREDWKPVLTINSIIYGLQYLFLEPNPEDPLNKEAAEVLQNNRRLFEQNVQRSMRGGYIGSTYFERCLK
Target sequence (Q13564 whole entry, looked up): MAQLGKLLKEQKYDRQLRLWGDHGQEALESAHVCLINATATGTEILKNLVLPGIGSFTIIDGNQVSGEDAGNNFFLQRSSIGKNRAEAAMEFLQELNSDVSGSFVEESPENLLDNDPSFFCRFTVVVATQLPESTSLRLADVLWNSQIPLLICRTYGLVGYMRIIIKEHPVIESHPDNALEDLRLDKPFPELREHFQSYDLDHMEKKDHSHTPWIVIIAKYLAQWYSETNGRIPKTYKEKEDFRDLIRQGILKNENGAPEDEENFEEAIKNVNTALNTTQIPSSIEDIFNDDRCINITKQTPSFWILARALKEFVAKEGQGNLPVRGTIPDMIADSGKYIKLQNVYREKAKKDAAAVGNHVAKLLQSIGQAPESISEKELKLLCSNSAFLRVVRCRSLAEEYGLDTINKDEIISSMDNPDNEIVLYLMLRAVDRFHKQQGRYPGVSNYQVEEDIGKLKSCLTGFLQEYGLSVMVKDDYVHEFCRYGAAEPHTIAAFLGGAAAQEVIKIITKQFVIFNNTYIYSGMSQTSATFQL
NadD inh – NadD (S. aureus) enzyme inhibition; purified NadD enzyme, colorimetric absorbance read-out; inhibition, % at 20 µM; 360,000 tested, 0.78% active; AID 602399; in the data active = inhibition above about 26%; note: some compounds past the cut are filed as inactive
DNMT1 inh – inhibitors of human DNMT1. DNMT1 molecular beacon, Hinp1I cleavage, fluorescence. inhibition (reported as % activation of signal), % at 10 µM. 360,000 tested, 0.83% active. AID 588458; in the data active = inhibition above about 50%
LMPTP block – blocks human LMPTP phosphatase; P24666; 360,000 tested, 0.22% active; recombinant LMPTP-A, OMFP fluorogenic substrate, fluorescence intensity; AID 651560; inhibition, % at 20 µM;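 active = compounds that cut the enzyme signal by at least half of the control window in the single-dose screen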;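 note: plate controls were DMSO wells with enzyme plus substrate for no effect and substrate without enzyme for full effect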
Target sequence (P24666 whole entry, looked up): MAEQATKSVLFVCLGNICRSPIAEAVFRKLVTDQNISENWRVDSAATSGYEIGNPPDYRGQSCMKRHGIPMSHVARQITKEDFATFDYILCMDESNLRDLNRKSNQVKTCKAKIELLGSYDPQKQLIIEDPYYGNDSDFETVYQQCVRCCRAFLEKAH
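Test system – LMPTP-A enzyme · Amount – LMPTP-A at 0.625 nM final in the reaction · Buffer or medium – Bis-Tris pH 6.0, DTT, detergent · Reagent – OMFP 400 µM · Doses – single 20 µM dose · Schedule – reaction 50 min, room temperature, dark · Detection – fluorescence intensity of OMFP turnover product · Evaluation – percent inhibition versus substrate-only and uninhibited controls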
SKN-1 inh – blocks SKN-1 activity in C. elegans. 360,000 tested, 0.49% active. C. elegans VP596 Pgst-4::GFP/RFP ratio, acrylamide-induced, 24 h. inhibition, % at 21.8 µM. AID 624304;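 active = interference check ratio from 0.5 to 1.5 plus GFP to RFP signal ratio inhibition reaching or exceeding a fixed threshold, cut at about 30% in these data, passing the limit was not always enough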; note: some compounds called inactive have numbers as strong as hits
Scp-1 inhibitor – blocks human Scp-1 phosphatase activity | Q9GZU7 | Recombinant Scp1, phosphopeptide, malachite green phosphate absorbance | inhibition, % at 20 µM | 340,000 tested, 0.88% active | AID 493091;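 active = inhibition above about 50% at 20 µM, limit read from the data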;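 note: plate controls were DMSO wells with enzyme for no effect and wells lacking enzyme for full effect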
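Incubation: 45 min enzyme reaction at room temperature / System: truncated SCP-1 phosphatase (76-261aa) / Reagent: Phospho 17-mer peptide substrate / Buffer or medium: Acidic Tris acetate buffer with magnesium and detergent / Signal: absorbance at 630 nm / Doses: one concentration, 20 µM, with 1.0% DMSO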
Starred values were filed as active, the others as inactive.

For Cc1ccc(NS(=O)(=O)c2cc(C(=O)N3CCN(C)CC3)ccc2C)cc1C the results were NRP1-CendR mod 0, Tb MetRS inh -0.2, STEP block 1, SUMO1 PPI mod 0, Neddyl block inactive, NadD inh -2, DNMT1 inh -4, LMPTP block 0.0, SKN-1 inh 9 and Scp-1 inhibitor 1.
For O=C(COc1ccc2ccccc2c1)N1CCN(C(=O)c2cccs2)CC1 the results were NRP1-CendR mod 4, Tb MetRS inh 0.1, STEP block 2, SUMO1 PPI mod 0, Neddyl block inactive, NadD inh 12, DNMT1 inh -4, LMPTP block 0.3, SKN-1 inh -16 and Scp-1 inhibitor -6.
Cc1nn(-c2ccccc2)c(Cl)c1/C=N\NC(=O)c1cnccn1 was read as NRP1-CendR mod -8, Tb MetRS inh 0.2, STEP block 2, SUMO1 PPI mod -1, Neddyl block inactive, NadD inh -2, DNMT1 inh 2, LMPTP block -1.2, SKN-1 inh -3 and Scp-1 inhibitor -13.
`CCN(CC(=O)NC(C)(C)C)C(=O)COc1c(Cl)cc(Cl)c2ccc(C)nc12` gave NRP1-CendR mod 6, Tb MetRS inh 0.4, STEP block 3, SUMO1 PPI mod -7, Neddyl block inactive, NadD inh 3, DNMT1 inh -1, LMPTP block 0.1, SKN-1 inh -9 and Scp-1 inhibitor -7.
Screening O=C(NNc1ncnc2c1cnn2-c1ccccc1)c1ccco1 returned NRP1-CendR mod 3, Tb MetRS inh 0.3, STEP block -3, SUMO1 PPI mod 4, Neddyl block inactive, NadD inh -3, DNMT1 inh 0, LMPTP block -0.9, SKN-1 inh 5 and Scp-1 inhibitor -1.
`S=C(NCCc1c[nH]c2ccccc12)NC1CCCCC1` gave NRP1-CendR mod 7, Tb MetRS inh 0.6, STEP block -1, SUMO1 PPI mod 0, Neddyl block inactive, NadD inh -12, DNMT1 inh -1, LMPTP block 1.0, SKN-1 inh 5 and Scp-1 inhibitor -4.
`COc1ccc(S(=O)(=O)N2CCC(NC(=O)c3ccccc3)CC2)cc1` gave NRP1-CendR mod 1, Tb MetRS inh -0.6, STEP block -2, SUMO1 PPI mod 1, Neddyl block inactive, NadD inh -3, DNMT1 inh 0, LMPTP block 1.4, SKN-1 inh -7 and Scp-1 inhibitor 8.
Screening COCCNC(=O)C1CCCN(C(=O)c2cncc(Br)c2)CC1 (centres undefined) returned NRP1-CendR mod -8, Tb MetRS inh 0.0, STEP block -3, SUMO1 PPI mod 2, Neddyl block inactive, NadD inh 0, DNMT1 inh 7, LMPTP block -0.6 and SKN-1 inh -4.
Screening Cn1c(=O)n(C)c2cc([N+](=O)[O-])c(N3CCN(C(=O)c4ccccc4Cl)CC3)cc21 returned NRP1-CendR mod -11, Tb MetRS inh 0.3, STEP block -2, SUMO1 PPI mod -19, Neddyl block inactive, NadD inh 6, DNMT1 inh 0, LMPTP block -0.3, SKN-1 inh 8 and Scp-1 inhibitor -9.
Screening CC(=O)Nc1ccc(NC(=O)C(C)n2c3ccccc3c3nc(=O)cc(C)n32)cc1 (centres undefined) returned NRP1-CendR mod -10, Tb MetRS inh 0.1, STEP block -7, SUMO1 PPI mod 1, Neddyl block inactive, NadD inh 2, DNMT1 inh -2, LMPTP block -1.8, SKN-1 inh -7 and Scp-1 inhibitor 6.
O=C(COC(=O)c1ccc(Cl)c(S(=O)(=O)N2CCc3ccccc3C2)c1)Nc1ncc(Cl)cc1Cl was read as NRP1-CendR mod 8, Tb MetRS inh -0.6, STEP block -2, SUMO1 PPI mod 3, Neddyl block inactive, NadD inh 10, DNMT1 inh -3, LMPTP block -0.5, SKN-1 inh 9 and Scp-1 inhibitor -8.
COc1ccc(CN2C(=O)CNC2=S)cc1 was read as NRP1-CendR mod 10, Tb MetRS inh -0.5, STEP block -4, SUMO1 PPI mod 0, Neddyl block inactive, NadD inh -4, DNMT1 inh -1, LMPTP block -1.2, SKN-1 inh 10 and Scp-1 inhibitor -5.
`CC(C)(C)C(=O)COC(=O)c1ccccc1O` gave NRP1-CendR mod -2, Tb MetRS inh 0.0, STEP block -1, SUMO1 PPI mod 1, Neddyl block inactive, NadD inh -1, DNMT1 inh 1, LMPTP block -1.0, SKN-1 inh 13 and Scp-1 inhibitor -9.
O=C(Nc1ncc2c(n1)CC(c1cccc(Cl)c1)CC2=O)c1ccco1 (centres undefined) was read as NRP1-CendR mod 4, Tb MetRS inh -0.4, STEP block 1, SUMO1 PPI mod -6, Neddyl block inactive, NadD inh 3, DNMT1 inh 1, LMPTP block 0.9, SKN-1 inh -10 and Scp-1 inhibitor 12.
For O=C(c1ccc(Br)o1)N1N=C(c2ccc(Cl)cc2)CC1c1ccco1 (centres undefined) the results were NRP1-CendR mod -9, Tb MetRS inh -0.4, STEP block 8, SUMO1 PPI mod -12, Neddyl block inactive, NadD inh 13, DNMT1 inh 7, LMPTP block 5.9, SKN-1 inh 20 and Scp-1 inhibitor 12.
`COc1ccc(C(=O)NCCS(=O)(=O)NCc2cccs2)cc1` gave NRP1-CendR mod -8, Tb MetRS inh -0.4, STEP block -1, SUMO1 PPI mod -3, Neddyl block inactive, NadD inh -1, DNMT1 inh 2, LMPTP block -2.1, SKN-1 inh -14 and Scp-1 inhibitor -5.
Screening O=C(O)C#Cc1cccc2ccccc12 returned NRP1-CendR mod 4, Tb MetRS inh 0.0, STEP block -1, SUMO1 PPI mod -9, Neddyl block inactive, NadD inh -2, DNMT1 inh -1, LMPTP block 1.5, SKN-1 inh -7 and Scp-1 inhibitor -5.
COCCNC(=O)c1onc(CSc2cc(C)cc(C)c2)c1C(=O)NCCOC was read as NRP1-CendR mod 11, Tb MetRS inh -0.3, STEP block 1, SUMO1 PPI mod 2, Neddyl block inactive, NadD inh -4, DNMT1 inh -1, LMPTP block -0.5, SKN-1 inh -13 and Scp-1 inhibitor 1.
`Cc1ccc(/C=N/n2c(-c3ccncc3)n[nH]c2=S)s1` gave NRP1-CendR mod -7, Tb MetRS inh -0.1, STEP block 0, SUMO1 PPI mod -14, Neddyl block inactive, NadD inh 2, DNMT1 inh 2, LMPTP block -0.6, SKN-1 inh 1 and Scp-1 inhibitor -4.
CCOc1ccc2[nH]c(=O)c(CN(Cc3ccco3)C(CC)c3nnnn3Cc3ccccc3)cc2c1 (centres undefined) was read as NRP1-CendR mod -14, Tb MetRS inh 0.2, STEP block 2, SUMO1 PPI mod -8, Neddyl block active, NadD inh 1, DNMT1 inh -3, LMPTP block 0.2, SKN-1 inh 4 and Scp-1 inhibitor 7.

Sorted by SMILES length (rising): 5 of the compounds above
COc1ccc(CN2C(=O)CNC2=S)cc1 was read as NRP1-CendR mod 10, Tb MetRS inh -0.5, STEP block -4, SUMO1 PPI mod 0, Neddyl block inactive, NadD inh -4, DNMT1 inh -1, LMPTP block -1.2, SKN-1 inh 10 and Scp-1 inhibitor -5.
`CC(C)(C)C(=O)COC(=O)c1ccccc1O` gave NRP1-CendR mod -2, Tb MetRS inh 0.0, STEP block -1, SUMO1 PPI mod 1, Neddyl block inactive, NadD inh -1, DNMT1 inh 1, LMPTP block -1.0, SKN-1 inh 13 and Scp-1 inhibitor -9.
O=C(Nc1ncc2c(n1)CC(c1cccc(Cl)c1)CC2=O)c1ccco1 (centres undefined) was read as NRP1-CendR mod 4, Tb MetRS inh -0.4, STEP block 1, SUMO1 PPI mod -6, Neddyl block inactive, NadD inh 3, DNMT1 inh 1, LMPTP block 0.9, SKN-1 inh -10 and Scp-1 inhibitor 12.
CCOc1ccc2[nH]c(=O)c(CN(Cc3ccco3)C(CC)c3nnnn3Cc3ccccc3)cc2c1 (centres undefined) was read as NRP1-CendR mod -14, Tb MetRS inh 0.2, STEP block 2, SUMO1 PPI mod -8, Neddyl block active, NadD inh 1, DNMT1 inh -3, LMPTP block 0.2, SKN-1 inh 4 and Scp-1 inhibitor 7.
O=C(COC(=O)c1ccc(Cl)c(S(=O)(=O)N2CCc3ccccc3C2)c1)Nc1ncc(Cl)cc1Cl was read as NRP1-CendR mod 8, Tb MetRS inh -0.6, STEP block -2, SUMO1 PPI mod 3, Neddyl block inactive, NadD inh 10, DNMT1 inh -3, LMPTP block -0.5, SKN-1 inh 9 and Scp-1 inhibitor -8.

Later entries
Screening COCCCNC(=O)c1ccc(Cn2c(=O)c3ccccc3n(Cc3ccccc3C#N)c2=O)cc1 returned NRP1-CendR mod -5, Tb MetRS inh -0.1, STEP block 0, SUMO1 PPI mod -2, Neddyl block inactive, NadD inh 1, DNMT1 inh 1, LMPTP block -0.2, SKN-1 inh 24 and Scp-1 inhibitor -10.
For CN(Cc1cccs1)C(=O)CCc1c[nH]c2ccccc12 the results were NRP1-CendR mod -1, Tb MetRS inh -0.9, STEP block -1, SUMO1 PPI mod 5, Neddyl block inactive, NadD inh -9, DNMT1 inh 0, LMPTP block 0.6, SKN-1 inh -2 and Scp-1 inhibitor -4.
Screening CC(C)[C@H](NC(=O)C1CC(=O)N(c2ccc3c(c2)OCCO3)C1)C(=O)NC1CCCC1 (some centres undefined) returned NRP1-CendR mod -9, Tb MetRS inh -0.1, STEP block 5, SUMO1 PPI mod 1, Neddyl block inactive, NadD inh -4, DNMT1 inh 0, LMPTP block -0.8, SKN-1 inh 19 and Scp-1 inhibitor -8.
For CCC(=O)N(Cc1ccc(S(N)(=O)=O)cc1)C1CC(=O)N(c2ccc(OC)cc2)C1=O (centres undefined) the results were NRP1-CendR mod 0, Tb MetRS inh -0.4, STEP block -1, SUMO1 PPI mod 1, Neddyl block inactive, NadD inh -1, DNMT1 inh 4, LMPTP block -0.9, SKN-1 inh 19 and Scp-1 inhibitor -5.
Screening Cc1c(C)n(CCN(C)C)c2ccc(C(=O)OCCN(C)C)cc12 returned NRP1-CendR mod 8, Tb MetRS inh 0.2, STEP block 4, SUMO1 PPI mod -2, Neddyl block inactive, NadD inh -3, DNMT1 inh 22, LMPTP block -0.4, SKN-1 inh -16 and Scp-1 inhibitor -5.
`CC(C)c1ccc(C2C3=C(CC(C)(C)CC3=O)NC3=C2C(=O)c2ccccc23)cc1` (centres undefined) gave NRP1-CendR mod -1, Tb MetRS inh -0.6, STEP block -2, SUMO1 PPI mod -25, Neddyl block inactive, NadD inh 21, DNMT1 inh -15, LMPTP block 4.1, SKN-1 inh 7 and Scp-1 inhibitor -6.
Screening O=C(Nc1ccccc1N1CCN(C(=O)c2ccc(Cl)cc2)CC1)c1cc2ccccc2o1 returned NRP1-CendR mod -3, Tb MetRS inh -0.2, STEP block 2, SUMO1 PPI mod -2, Neddyl block inactive, NadD inh 21, DNMT1 inh -5, LMPTP block 6.5, SKN-1 inh -26 and Scp-1 inhibitor -2.

Screening data from PubChem.

Compounds were not picked by outcome. Share with any hit: about 4.6%.
